Screening data: PubChem, The Scripps Research Institute Molecular Screening Center
GPR119 beta-arrestin: off-target GPR119 activation – cell-based, PathHunter beta-arrestin, luminescence, set 2, counter-screen for GPR151 activator project, confirmation (AID 1508607) | GPR119 PathHunter beta-arrestin cells, luminescence, 90 min; stronger effect = higher value | activation, % at 11.2 µM | 0.9% of 2,300 active;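 active = mean percent activation across replicates above the counterscreen hit cutoff of 9.17%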;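 note: 0% = median of sample wells and 100% = wells given EA reagent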
GPR151 activators: GPR151 agonism via beta-arrestin recruitment – cell-based, PathHunter beta-arrestin, luminescence, set 2, confirmation (AID 1508608). 0.9% of 2,300 active. GPR151 PathHunter beta-arrestin cells, luminescence, 90 min; stronger effect = higher value; 100% = signal from added EA reagent. activation, % at 11.2 µM;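 active = mean activation across replicates above 26.72%, the hit cutoff set for this confirmation screen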;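 note: 0% = plate median of compound wells and 100% = EA reagent high control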
Active calls of the source: *.

SMILES	GPR119 beta-arrestin	GPR151 activators
c1ccc(-c2noc(CN(CC3CCC3)CC3CCCO3)n2)nc1 (stereo not given)	3.0	3.5
CCOc1cc(C2C3=C(CC(C)(C)CC3=O)OC3=C2C(=O)CC(C)(C)C3)c(Br)cc1O	6.3	5.2
O=C1CC(C(=O)N2CCCC(c3[nH]ncc3-c3ccccc3)C2)c2ccccc21 (stereo not given)	5.5	12
Cc1ccc(OCCSc2nc3ccccc3n2CC(N)=O)cc1	-2.6	-0.1
CSc1nnc(-c2ccccc2N)c(=O)[nH]1	-3.2	-1.9
COc1ccc(C(=O)N(c2ccc(C)cc2)S(=O)(=O)c2ccc(C)cc2)cc1OC	-2.6	6.3
COc1cc(OC)cc(C(=O)NC2CCCCCCC2)c1	2.3	9.4
Cc1ccc(NC(=O)CSc2cn(C)c3ccccc23)c(C)c1	1.0	-8.2
CC(=O)NC1=NN(C(C)=O)C(C)(CS(=O)(=O)c2ccc(C)cc2)S1 (stereo not given)	1.8	3.8
COC(=O)CN1C(=O)S/C(=C/c2ccco2)C1=O	3.1	7.3
Cc1cc(=O)nc2c3ccccc3n(C(C)C(=O)O)n12 (stereo not given)	0.7	-2.2
CCN=C1SC(CC(=O)Nc2sc(C)c(C)c2C(=O)OC)C(=O)N1CC (stereo not given)	0.6	2.1
O=C(Nc1cccnc1)c1ccc([N+](=O)[O-])o1	0.4	-9.6
CCOc1ccc2[nH]c(=O)c(C(c3nnnn3C3CCCCC3)N3CCOCC3)cc2c1 (stereo not given)	-1.8	7.2
O=C(CCc1nnc(CCCCc2ccccc2)o1)N1CCOc2ccccc2C1	2.0	7.4
CCOC(=O)c1sc(-c2ccccc2)cc1NC(=O)CN1C(=O)c2ccccc2C1=O	-1.1	-2.0
CC1CCC(NC(=O)C2CCCN2S(=O)(=O)c2cccc3nsnc23)CC1 (stereo not given)	-3.1	1.9
CC(C)n1c(C(F)(F)F)nc2ccccc21	1.3	8.6
CN(Cc1ccc(O)cc1)C1CCCCC1	-0.2	-2.1
O=[N+]([O-])c1ccccc1S(=O)(=O)Nc1ccc(Cl)c(Cl)c1	-5.4	-3.7
COc1ccc(NC(=O)CSc2ccc3nnc(-c4ccccc4)n3n2)cc1	-3.1	-6.9
CC(=O)N(CC(C)C)c1nnc(-c2cccnc2)s1	-2.0	-2.6
COc1ccc(C)cc1NC(=O)c1sc2ncn(CC(=O)Nc3ccc(C)c(Cl)c3)c(=O)c2c1C	3.9	-0.2
Cc1ccc2cc(Nc3nc(Nc4ccc(OC(F)(F)F)cc4)nc(N4CCOCC4)n3)ccc2n1	0.4	-0.4
COc1ccc(C(=O)Nc2nc(-c3ccc(C)c(C)c3)cs2)c(OC)c1	0.1	-1.6
Cc1cccc(C(=O)N2CCN3C(=O)[C@@H](CO)NC(=O)[C@H]3C2)c1	2.7	6.8
COc1ccc(NS(=O)(=O)c2ccc(N=Cc3ccccc3O)cc2)nn1	-1.4	0.0
O=C(CCCn1nnc2ccccc2c1=O)N1CCN(Cc2ccc3c(c2)OCO3)CC1	2.0	3.5
COc1ccc(-c2nc(Nc3ccc(C)c(Cl)c3)c3ccccc3n2)cc1OC	2.5	12
Cc1cc(C(C)(C)C)ccc1OCCCNCCN	7.4	4.2
CCOC(=O)c1nn(-c2ccc(Cl)cc2)c(=O)c2c(NC(=O)c3ccco3)scc12	-2.8	5.3
O=[N+]([O-])c1ccc(-c2nc(Nc3ccc(Cl)c(Cl)c3)c3ccccc3n2)cc1	-4.3	-5.4
Cc1ccccc1NC1c2ccccc2C(=O)N1c1cccnc1 (stereo not given)	2.0	0.8
COc1ccccc1NC(=O)C(CC(C)C)NS(=O)(=O)c1ccc2c(c1)oc(=O)n2C (stereo not given)	-2.9	1.4
COc1ccc(Cl)cc1NC(=O)c1noc(C)c1[N+](=O)[O-]	-2.1	-6.1
N#Cc1cccc(C(=O)NC2CCCC2)c1	-0.8	-3.0
CCn1c(=O)c2cc(C(=O)Nc3ccsc3C(=O)OC)sc2c2ccccc21	-1.8	-3.8
CC(C)c1ccc(N(CC(=O)O)S(=O)(=O)c2ccc3[nH]c(=O)c(=O)[nH]c3c2)cc1	1.3	-2.3
CSc1ccc(/C=C2/C(=N)N3OC(C)=CC3=NC2=O)cc1	-2.1	-4.1
O=C(CN1Cc2ccccc2OC(c2ccsc2)C1)NCCCOc1cccnc1 (stereo not given)	-1.3	6.6
O=C(/C=C/c1ccccn1)NCCN1Cc2ccccc2OC(c2ccccc2)C1 (stereo not given)	1.4	1.9
CCc1ccc(NC(=O)CN(c2cc(C)cc(C)c2)S(=O)(=O)c2c(C)noc2C)cc1	-2.6	6.0
CCOc1ccc(CCNC(=O)CCc2nnc3ccc(N4CCOCC4)nn23)cc1	0.7	1.9
COc1ccc(CNC(=O)C2CCCN(C(=O)N(C)C)C2)cc1 (stereo not given)	-0.8	3.9
O=C1NC(=S)N/C1=C\c1ccc(-c2ccc([N+](=O)[O-])cc2)o1	-0.5	2.2

Full records from above. Screens in order: GPR119 beta-arrestin	GPR151 activators
`COc1ccc(NC(=O)CSc2ccc3nnc(-c4ccccc4)n3n2)cc1` is listed as -3.1	-6.9
`COc1ccc(-c2nc(Nc3ccc(C)c(Cl)c3)c3ccccc3n2)cc1OC` is listed as 2.5	12
`COc1cc(OC)cc(C(=O)NC2CCCCCCC2)c1` is listed as 2.3	9.4

(next part)
SMILES	GPR119 beta-arrestin	GPR151 activators
CCCCOc1ccc(C(=O)Nc2nnc(C)s2)cc1	2.1	4.2
COC(=O)c1ccccc1NC(=O)c1cc2ccccc2oc1=O	2.3	-2.9
CC1=CC2=NC(=O)/C(=C\c3ccc(-c4ccc(Cl)cc4)o3)C(=N)N2O1	2.0	3.3
COc1cc(/C=C2/C(=N)N3OC(C)=CC3=NC2=O)ccc1OCCOc1ccccc1	2.2	-1.4
CCOC(=O)c1c(NC(=O)CCN2CCOCC2)sc2c1CCC(C)C2 (stereo not given)	-2.2	-1.5
COC(=O)c1cc(Nc2ncnc3c2cnn3-c2ccccc2)cc(C(=O)OC)c1	0.5	1.9
COc1ccc(-n2ncc3c(Nc4cc(OC)ccc4OC)ncnc32)cc1	4.1	4.4
N#Cc1cc2c(=O)n3ccccc3nc2n(Cc2ccc(F)cc2)c1=O	-3.8	3.2
Brc1cccc(-c2nnc3sc(CNC4CCCC4)cn23)c1	-1.5	-0.7
CCN(CC)C(=O)COc1ccc(Br)cc1Cl	2.5	-2.1
CC1=C(C(=O)NCCN(C)C)C2(CCCCC2)OC1=O	-2.8	1.7
CCC(=O)N1CCc2cc(S(=O)(=O)Nc3cccc(C)c3)ccc21	-1.1	-1.7
CN1CCC(N2CCC(Oc3cccc(C(=O)NCCc4ccccc4)c3)CC2)CC1	2.8	1.8
CC(C)(C)c1ccc(C(=O)NNC(=O)C2OC3OC4(CCCCC4)OC3C3OC4(CCCCC4)OC23)cc1 (stereo not given)	-2.0	2.3
Cc1ccc(NC(=O)CCSCCc2ccccn2)cc1	2.1	2.8

4 entries from above in a different format.
structure: COC(=O)c1ccccc1NC(=O)c1cc2ccccc2oc1=O
  GPR119 beta-arrestin: 2.3
  GPR151 activators: -2.9
structure: CC1=CC2=NC(=O)/C(=C\c3ccc(-c4ccc(Cl)cc4)o3)C(=N)N2O1
  GPR119 beta-arrestin: 2.0
  GPR151 activators: 3.3
structure: CCN(CC)C(=O)COc1ccc(Br)cc1Cl
  GPR119 beta-arrestin: 2.5
  GPR151 activators: -2.1
structure: N#Cc1cc2c(=O)n3ccccc3nc2n(Cc2ccc(F)cc2)c1=O
  GPR119 beta-arrestin: -3.8
  GPR151 activators: 3.2

Next results follow.
SMILES	GPR119 beta-arrestin	GPR151 activators
CCC(C)c1ccc(NC(=O)c2c(-c3ccccc3Cl)noc2C)cc1 (stereo not given)	-3.0	-6.4
COC(=O)c1cn(-c2ccccc2)nc1-c1ccc(F)cc1	0.1	5.8
Cc1nc2c(C(=O)NCc3ccccn3)cnn2c(C)c1Cc1cccc(Cl)c1	-2.1	1.8
CN(C)C(=O)N1CCN(C(c2ccccc2)c2ccccc2)CC1	-2.6	-4.5
CS(=O)(=O)CCC(C(=O)N1CC=C(c2ccccc2)CC1)N1Cc2ccccc2C1=O (stereo not given)	-2.0	2.2
COc1ccccc1C(=O)Nc1sc2c(c1C(N)=O)CCCC2	-3.1	-0.7
CCOC(=O)c1oc(-c2ccc(F)cc2)nc1C	0.4	3.3
CC(C)Oc1ccc(C(=O)Nc2c3c(nn2-c2cccc(Cl)c2)CSC3)cc1	5.7	2.0
O=C(CC1C(=O)NCCN1Cc1ccccn1)NCCc1ccccc1F (stereo not given)	3.8	1.7
CCN(C(=O)Cc1nc(-c2ccc(OC)cc2)no1)c1cccc(C)c1	-3.3	1.5
Cc1c(C(=O)NCc2ccco2)oc2ccc(S(=O)(=O)N(C)C3CCCCC3)cc12	-1.2	9.6
COc1ccc2cc(CCNC(=O)c3ccccc3I)c(=O)[nH]c2c1	3.9	6.1
CC(C)CNC(=O)c1ccc(NC(=O)c2ccccc2I)cc1	4.1	-2.4
CC(C)(C)NC(=O)/C(=C1\Nc2ccc([N+](=O)[O-])cc2N1)[N+](=O)[O-]	-0.5	-4.6
Cc1nc(NCC2COc3ccccc3O2)c2c(C)c(C)sc2n1 (stereo not given)	-3.3	12
Fc1cccc2c1NC(c1ccccn1)C1CC=CC21 (stereo not given)	-1.9	1.0
CCCCN(C)CCNC(=O)CCCOc1cc(=O)n(C)c2ccccc12	-1.8	5.1
Cc1ccc(NC(=O)/C(=C/c2cccc([N+](=O)[O-])c2)NC(=O)c2cccs2)c(Br)c1	3.0	0.3
CCCCOC(=O)c1ccc(NC(=O)/C(C#N)=C/c2ccc(C)o2)cc1	2.8	3.8
CCOC(=O)CC1CCCCN1C(=O)C1CCN(c2nc(C)c3ccccc3n2)CC1 (stereo not given)	2.1	5.5
CSCCC(NC(=O)c1ccc(Cl)c([N+](=O)[O-])c1)C(=O)O (stereo not given)	1.0	-1.9
O=C(Nc1ccc2nn(-c3ccccc3)nc2c1)c1ccc2c(c1)OCCO2	4.6	2.9
O=C(O)c1ccc(N=Cc2nc(-c3ccc([N+](=O)[O-])cc3)oc2O)cc1	-2.4	-2.5
COC(=O)C(C)Sc1nc2c(cnn2-c2ccc(F)cc2)c(=O)[nH]1 (stereo not given)	5.0	3.0
Cc1ccc(NC(=O)C(=O)N=Nc2c(O)[nH]c3ccc([N+](=O)[O-])cc23)cc1	1.3	-6.0
CCc1c(C(=O)NCCc2ccc(C)cc2)[nH]c(C)c1C(C)=O	-5.2	-5.8
Cc1ccc(NCC(=O)N/N=C/c2c[nH]c3ccccc23)cc1	0.5	-0.5
O=C(NC1(O)C(=O)c2ccccc2C1=O)c1ccccc1	0.1	-4.9
Cc1ccc(NC(=O)CSc2ccsc2[N+](=O)[O-])cc1	-3.5	-2.2
O=[N+]([O-])c1cccc2c1=C1C(Cl)=CC=C1C=2	2.7	-0.6
Cc1cc(C)n(C(=O)CNC(=O)c2cccs2)n1	-0.9	0.6
CC(=O)c1ccc(NC(=O)c2cc(-c3ccc(Cl)cc3)on2)cc1	-3.4	-1.9
CCc1ccc(NC(=O)CCNS(=O)(=O)c2ccc3c(c2)c(=O)n(C)c(=O)n3C)cc1	-0.5	1.4
COc1ccccc1NC(=S)N(CCCN1CCN(C)CC1)Cc1ccco1	1.2	1.8
COc1ccc(C2N(c3ccccn3)C(=O)C3CCCN32)c(OC)c1 (stereo not given)	-0.3	5.7
CCOC(=O)c1oc2ccccc2c1NC(=O)Cc1cccs1	-1.7	2.2
COc1ccccc1N1CCN(C(=O)c2cnc(N3CCN(c4ncccn4)CC3)c3ccccc23)CC1	0.8	0.5
Cc1nc2nc(SCC(=O)N3CCOCC3)nn2c(C)c1Cc1ccccc1	-2.0	11
Cc1cc2oc3c(c(=O)c2cc1C)C(c1ccc(O)cc1)N(CCCN1CCOCC1)C3=O (stereo not given)	2.1	-1.2
COCCNC(=O)c1ccc(-n2c(C)cc3c2CCCC3)cc1	-0.9	-2.6
CCOc1ccc(/C=C2\SC(=S)N(CC(=O)Nc3ccc(O)cc3)C2=O)cc1	-3.8	-2.4
Cc1c(Cl)cccc1NC(=O)/C(C#N)=C/c1ccc(OCC(N)=O)cc1	0.0	-5.4
CCCCCCCCCCCCCC/C(C(=O)O)=C(\C)C(=O)O	-2.2	-4.0
CCCOC1CCCN(Cc2c(C(=O)N(C)CCc3ccccc3)nc3sccn23)C1 (stereo not given)	1.6	6.4
CCCCOc1ccc(-c2nc(C=Nc3cccc(C)c3)c(O)o2)cc1	-0.8	1.5
Cn1cc(SCC(=O)Nc2ccc3c(c2)OCO3)c2ccccc21	-1.0	-2.6
COCCCNC(=O)/C(=C\c1ccco1)NC(=O)c1ccc(C)cc1	-2.1	-3.1
O=S(=O)(c1ccc(F)cc1)N(Cc1ccco1)CC1CCCO1 (stereo not given)	3.2	0.7
CCCOc1ccc(NC(=O)CC2C(=O)N(c3ccc(Cl)cc3)C(=S)N2Cc2ccncc2)cc1 (stereo not given)	-1.4	-3.2
O=C(NCc1cccs1)C1(S(=O)(=O)c2ccc(Cl)cc2)CC1	0.7	-0.3
COc1ccc(Br)cc1C1=N/C(=C\c2ccc(C)cc2)C(=O)O1	1.0	4.8
CS(=O)(=O)C1=C(O)C(=O)N(CCCC(=O)O)C1c1ccccc1F (stereo not given)	3.4	-1.4
CCOC(=O)C1CCN(c2ncnc3scc(-c4ccccc4)c23)CC1	2.7	6.2
O=C(O)CC1Nc2c3ccccc3nc(=S)n2C1=O (stereo not given)	-4.2	-6.1
CC(=O)N[C@@H]1c2ccccc2C2(CCN(C(=O)/C=C/C(C)C)CC2)[C@H]1OCc1ccncc1	0.1	-6.8
Cc1ccc(/C=C2/C(=N)N3C(=NC2=O)SN=C3S(=O)(=O)C(C)C)o1	-1.1	-7.8
Cc1nc2sc(C(c3cccs3)N3CCN(CCO)CC3)c(O)n2n1 (stereo not given)	3.2	5.4

Not all compounds are listed; rates above refer to the full screens.
